Shiga toxin inh: blocks Shiga toxin action in Vero cells. Vero cells, Shiga toxin protein synthesis inhibition reporter. inhibition, % at 38.7 µM. 9.2% of 290,000 active; in the data active means inhibition mostly above about 28%, no sharp cut-off; inactive means mostly below about 43%; further: 0% is about no effect
Pf growth 96h: P. falciparum growth inhibition at 96 hour, primary screen for plastid delayed-death inhibitors | P. falciparum luciferase reporter growth, 96 h | Potency, µM (titrated, usually from 28.7 µM), without a hit: top-dose activity change, negative = inhibition, usual class: inhibitors | 6.9% of 320,000 active; further: potency means the concentration at half of the fitted maximal effect; on the % scale 0 is the no-effect control and ±100 the full control effect
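P. falciparum expressing integrated firefly luciferase grown in erythrocytes (2% hematocrit, 0.05% parasitemia final) with compounds for 96 hours at 37 C, 5% CO2. Growth inhibition read as loss of luminescence after adding luciferase detection reagent.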
CHX counter: counter-screen hit for Shiga toxin inhibitors, cycloheximide; cell reporter, cycloheximide protein synthesis inhibition counterscreen; 12% of 300,000 active; max response, %; in the data active means max response mostly above about 13%, no sharp cut-off; inactive means mostly below about 14%; further: read at 38.3 µM for the half of the compounds with a filed dose; 0% is about no effect
LmPK inhibitor: blocks Leishmania mexicana pyruvate kinase activity; Q27686; purified LmPK, Kinase-Glo ATP luminescence, 1 h; Potency, µM (series often up to 57.5 µM), for the others: at the top dose activity change, negative = inhibition, hits mostly inhibitors; 0.37% of 290,000 active; AID 1721; further: potency means the concentration at half of the fitted maximal effect; on the % scale 0 is the no-effect control and ±100 the full control effect
Target sequence (Q27686 whole entry, looked up): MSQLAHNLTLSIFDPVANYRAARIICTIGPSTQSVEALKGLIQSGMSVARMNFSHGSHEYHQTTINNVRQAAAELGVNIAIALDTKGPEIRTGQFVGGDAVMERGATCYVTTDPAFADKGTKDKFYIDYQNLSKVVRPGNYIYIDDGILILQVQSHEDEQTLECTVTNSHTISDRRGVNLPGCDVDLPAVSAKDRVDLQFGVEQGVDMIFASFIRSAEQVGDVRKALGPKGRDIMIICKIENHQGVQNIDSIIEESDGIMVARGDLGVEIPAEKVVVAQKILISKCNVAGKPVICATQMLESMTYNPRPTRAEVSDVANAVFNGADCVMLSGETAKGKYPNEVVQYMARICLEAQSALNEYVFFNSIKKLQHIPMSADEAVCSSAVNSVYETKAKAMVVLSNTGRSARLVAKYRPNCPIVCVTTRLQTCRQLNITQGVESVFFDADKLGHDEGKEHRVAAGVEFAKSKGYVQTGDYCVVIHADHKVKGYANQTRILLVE
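Purified LmPK (0.1 nM) with 0.5 mM PEP and 0.1 mM ADP in imidazole buffer pH 7.2 with MgCl2/KCl, 1 h at room temperature. ATP formed was read by luciferase luminescence and normalized to no-enzyme and uninhibited controls.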
TbPYK inhibitor: T. brucei pyruvate kinase inhibition. Q57TT1. TbPYK enzyme, Kinase-Glo Plus ATP luminescence, 45 min. Potency, µM (doses to about 76.8 µM), for inactives: at the top dose activity, negative = inhibition, actives largely listed as inhibitors. 0.12% of 410,000 active. AID 624173; further: potency means the concentration at half of the fitted maximal effect; on the % scale 0 is the no-effect control and ±100 the full control effect; nearly all actives have a fitted effect of over 50% in size
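Enzyme and substrate buffer are dispensed first and compound is pin-transferred. ADP at 130 uM final then starts the reaction, which runs 45 min at room temperature. Detection reagent is added for 10 min before luminescence is imaged.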
HCV inhibitor: blocks hepatitis C virus; Huh7.5.1 HCVcc-Cre infection, luciferase reporter, 44 h; Potency, µM (doses to about 41.8 µM), without a hit: top-dose activity change, negative = inhibition, most hits filed as inhibitors; 3.4% of 340,000 active; further: potency means the concentration at half of the fitted maximal effect; on the % scale 0 is the no-effect control and ±100 the full control effect
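Whole-lifecycle infectious HCVcc-Cre system; cells 1,000/well, compound then virus (~0.5 moi) added 4 h after plating, 44 h culture. Luciferase read 15 sec following 15 min substrate incubation, room temp.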
Pf growth 48h: inhibits P. falciparum growth in the first generation, 48 h; 5.9% of 310,000 active; P. falciparum luciferase growth in erythrocytes, 48 h; Potency, µM (top dose mostly 28.7 µM), for the others: top-dose activity change, negative = inhibition, usual class: inhibitors; further: potency means the concentration at half of the fitted maximal effect; on the % scale 0 is the no-effect control and ±100 the full control effect
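Cell-based growth assay: transgenic P. falciparum expressing firefly luciferase, cultured in red cells within RPMI 1640 containing 0.5% w/v Albumax, 24 mM bicarbonate and gentamycin. A drop in luciferase activity indicates inhibition.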
Active calls of the source: *; ? = inconclusive; . = not tested or not shown; & = joins results of further samples; [ ] = remark or other dose. Unless noted, the call rests on the fitted dose curve; in most records, active means well fitted curve in the direction sought with a large enough effect; inconclusive means small, poorly fitted or top-dose-only effect, or another doubt; inactive means no such curve, though single readings can be large; an effect the other way counts as inactive or inconclusive.

The first two compounds, to show the layout:
SMILES	Shiga toxin inh	Pf growth 96h	CHX counter	LmPK inhibitor	TbPYK inhibitor	HCV inhibitor	Pf growth 48h
O=C(Cn1nnc2ccccc2c1=O)NCCc1ccc(F)cc1	16.9	-5.7%	2.0	3.8%	.	4.7%	23.4%
CCN(C(=O)CSc1nc2nc(C)cc(C)n2n1)C1CCS(=O)(=O)C1 (stereo unspecified)	-3.5	-3.7%	-2.3	1.9%	-0.7%	6.9%	-5.7%

This part in full, from the start:
SMILES	Shiga toxin inh	Pf growth 96h	CHX counter	LmPK inhibitor	TbPYK inhibitor	HCV inhibitor	Pf growth 48h
O=C(Cn1nnc2ccccc2c1=O)NCCc1ccc(F)cc1	16.9	-5.7%	2.0	3.8%	.	4.7%	23.4%
CCN(C(=O)CSc1nc2nc(C)cc(C)n2n1)C1CCS(=O)(=O)C1 (stereo unspecified)	-3.5	-3.7%	-2.3	1.9%	-0.7%	6.9%	-5.7%
Cc1ccc(C(O)c2nc3ccccc3n2C(C)C)cc1 (stereo unspecified)	-3.7	.	-2.5	-4.1%	1.2%	?	?
Cc1ccc(C(=O)N(NC2=NS(=O)(=O)c3ccccc32)S(=O)(=O)c2ccc(C)cc2)cc1	40.7	30.5%[activator]	-1.9	-2.9%	-1.2%	17.6%	2.6%
O=C(NCc1cccnc1)c1noc2c1CCCCC2	55.2	42.6%[activator]	3.5	-2.6%	-11.3%	-3.3%	11.7%
COCCNS(=O)(=O)c1ccc(-c2ccc(C)cc2)cc1	29.0	.	26.2	0.7%	-0.5%	?	8.5%
CC1CC(C)CN(S(=O)(=O)c2ccc(C(=O)Nc3nnc(C4CC4)o3)cc2)C1 (stereo unspecified)	-6.9	-5.4%	6.4	-2.4%	6.3%	?	?
Cc1nn(C)cc1NC(=O)c1ccc(Br)o1	1.2	31.8%[activator]	-1.6	-2.4%	3.0%	1.9%	11.8%
Cc1cc(=O)c2c(C)nn(-c3ccccc3)c2[nH]1	3.9	2.0%	-1.5	-8.6%	-2.7%	-19.6%	3.7%
O=C(Nc1ccc(F)cc1F)c1cccnc1	-5.2	?	1.2	4.6%	-4.9%	14.5%	.
Cc1cccc(C(CC(=O)N2CCCCC2)c2ccccc2)c1O (stereo unspecified)	-9.4	-1.6%	-3.2	-5.2%	0.8%	18.3%	4.5%
CCCCNC(=O)CSc1nc2ccccc2c(=O)n1CCNC(C)=O	-16.2	33.1%[activator]	-1.8	-0.5%	.	-0.3%	5.6%
CCN(CC)c1nc(-c2ccccc2)ncc1S(=O)(=O)c1ccc(C)cc1	1.9	-26.0%	-1.9	5.0%	1.2%	7.08µM*	-15.3%
COc1ccc(CCNC(=O)CCCn2c(SCC#N)nc3ccccc3c2=O)cc1OC	-22.4	.	-3.9	-2.8%	-9.9%	-18.5%	?
c1ccc(-c2ncc3c(ccc4ccccc43)n2)cc1	73.8*	1.2%	58.1*	-17.4%	-12.5%	3.5%	291.2%[activator]
Nc1nc2c(ncn2CCC(CO)CO)c(=O)[nH]1	.	-3.1%	.	.	1.0%	.	8.5%
C/C(=N/N1CCN(c2ccccn2)CC1)c1ccc([N+](=O)[O-])cc1	21.2*	139.6%[activator]	31.2*	0.8%	7.2%	-1.5%	37.9%[activator]
CCOc1ccccc1CNS(=O)(=O)c1cc(-c2cc(C)no2)ccc1OC	-1.9	11.7µM*	17.2	4.4%	9.5%	?	4.7%
O=C(CNC(=O)c1cc2ccccc2o1)NCc1cccs1	13.5	28.0%	-1.5	-2.5%	0.5%	-9.5%	-4.8%
COc1ccc(C(C(=O)NCC2CCCO2)N(C(=O)CNC(=O)c2ccco2)c2cc(C)cc(C)c2)cc1OC (stereo unspecified)	15.3	2.9%	5.3	2.4%	-21.0%	11.5%	0.0%
O=C(CSc1ccc(-c2ccco2)nn1)NC1CCCCC1	25.2	46.3%[activator]	12.4	6.1%	-15.0%	-5.4%	19.9%
CCOc1ccc(OCC)c(-c2c(=O)n(OCc3ccccc3C(=O)OC)c3ccccc3[n+]2[O-])c1	-21.6	?	-1.2	-4.0%	1.1%	-26.2%	?
COc1ccc(NS(=O)(=O)c2cccc(C(=O)NCC(c3ccc(OC)cc3)N3CCOCC3)c2)cc1 (stereo unspecified)	7.2	?	-4.1	-6.6%	8.7%	-19.3%	?
COc1cc(/C=N/Nc2ccc(C(=O)O)cc2)cc(OC)c1OC	57.6*	148.8%[activator]	45.0*	-2.5%	-15.5%	29.7%	131.6%[activator]
COc1ccc(N2CCN(CC(O)COc3ccc(F)cc3)CC2)cc1 (stereo unspecified)	-1.0	8.6%	-1.6	1.3%	6.7%	-16.0%	-25.4%[0.00184 µM]
Cc1cc(NC(=O)CN2CCN(c3ncccn3)CC2)no1	-11.0	15.7%	-2.3	-2.3%	-7.9%	16.1%	29.1%
Cc1ccc(C(=O)NC2CC(C)(C)NC(C)(C)C2)c(C)c1	-6.8	?	-4.9	3.8%	6.8%	3.8%	10.8%
Cc1cc(/C=c2/sc3nc4ccccc4n3c2=O)c(C)n1-c1ccccn1	27.1	-9.0%	67.2*	-11.9%	-19.7%	?	59.3%[activator]
CCn1cc(C(=O)Nc2ccc(-n3cnnn3)c(OC)c2)c(=O)c2ccc(C)nc21	26.5	.	-1.8	-4.1%	.	.	-1.0%
Cc1[nH]n(-c2ccccc2)c(=O)c1C(c1ccc([N+](=O)[O-])cc1)c1c(C)[nH]n(-c2ccccc2)c1=O	-6.2	-16.3%	3.0	-6.3%	-25.1%	9.1%	-6.0%
C1CCCC(N2CCNCC2)CC1	14.4	2.94µM*	-2.7	0.0%	3.8%	12.1%	16.3%
COc1ccc(C(=O)N2CCC(n3c(C)nc4cc(F)ccc43)CC2)cc1OC	-6.6	.	26.2	9.1%	1.4%	?	.
CCOc1ccc(N(CC(=O)N2CCN(C(=O)CN(c3ccc(OCC)cc3)S(C)(=O)=O)CC2)S(C)(=O)=O)cc1	.	?	-1.9	6.5%	3.9%	-0.7%	?
CCN(CC(=O)Nc1c(F)cccc1F)C(=O)c1ccc(=O)[nH]c1	-17.3	-34.6%	-3.2	-9.5%	1.6%	4.9%	-14.6%
C[C@]12CCC(=O)C[C@@H]1CC[C@@H]1[C@@H]2CC[C@]2(C)[C@@H](O)CC[C@@H]12	.	-19.8%	.	.	-12.6%&1.4%	-10.4%	-2.1%
c1ccc2c(c1)ncn2CCN1CCCCC1	-1.5	?	-0.9	-1.2%	4.1%	?	18.5%
CCOC(=O)CC1C(=O)NCCN1C(=O)c1cccc(OC)c1 (stereo unspecified)	-4.0	21.0%	-1.7	-1.8%	-2.5%	6.9%	4.9%[0.00184 µM]
Cc1cc(C)cc(NC(=O)c2cc3c(=O)n4ccccc4nc3s2)c1	22.1	-11.3%	-4.0	0.8%	-4.3%	?	7.5%
N/C(=N\OC(=O)CSc1ccccc1)c1ccccn1	99.4*	?	79.0*	-4.2%	1.9%	13.1%	89.9%[activator]
Cc1ccc(NC(=O)NCCc2ccc(S(N)(=O)=O)cc2)cc1	-19.0	?	-2.6	-1.4%	-5.3%	-0.2%	-4.7%
CC(C)Cn1c(SCC(=O)N2CC(=O)Nc3ccccc32)nc2ccccc21	-11.1	?	-3.6	2.3%	9.8%	-5.2%	?
COc1ccccc1CNC(=O)CS(=O)(=O)Cc1ccccc1	-29.5	2.62µM*	-3.2	-4.2%	8.7%	9.2%	8.6%
O=C(Nc1ccccc1-c1nnn(CC(=O)N2CCOCC2)n1)c1ccccc1F	14.8	-1.0%	-2.2	5.2%	-15.5%	-11.6%	0.7%
COc1ccc(S(=O)(=O)N(CCc2ccccc2)CC(=O)O)cc1C	-12.1	-7.2%	-1.1	5.4%	-2.3%	1.2%	.
O=C(O)CCC(=O)CCC(=O)c1ccc(Cl)cc1	-4.1	-12.8%	-3.0	-0.6%	-4.1%	24.3%	.
Cc1ccc(S(=O)(=O)Nc2ccc(-c3nnc(SCc4ccccc4Cl)o3)cc2)cc1	31.7	?	7.3	2.8%	-1.4%	5.4%	?
Cn1cc(CCC(=O)N2CCCC(C(=O)c3ccc(C(C)(C)C)cc3)C2)cn1 (stereo unspecified)	36.3	0.9%	7.1	4.8%	2.8%	-1.6%	10.4%
CC(=O)c1c(C)[nH]c(C(=O)Nc2cccc(S(=O)(=O)N(C)C)c2)c1C	49.6	38.1%[activator]	30.9*	5.3%	1.0%	?	37.4%[activator]
CC(=O)c1cccc(NS(C)(=O)=O)c1	-4.0	55.1%[activator]	-2.7	3.4%	-0.3%	-2.1%	10.6%
O=c1ccc(-c2ccc(S(=O)(=O)Nc3ccc(F)cc3)o2)n[nH]1	10.7	-9.1%	0.4	0.0%	-4.6%	16.7%	17.2%
C=CCN1C(=O)C(=O)N(CC(=O)c2ccc3c(c2)CCCC3)C1=O	.	45.6%[activator]	.	.	0.3%	2.2%	52.0%[activator]
COC(=O)c1ccc(C(=O)OC)c(NC(=S)N2CCC(C(N)=O)CC2)c1	-7.4	22.9%	-1.2	0.5%	-4.7%	-4.6%	-10.2%
O=C(NCCc1ccccc1)C1CCC(CNc2nc(=S)[nH]c3ccccc23)CC1 (stereo unspecified)	22.3	?	5.7	2.2%	-5.7%	?	?
O=C(O)CCNS(=O)(=O)c1ccc2c(c1)Cc1ccccc1-2	28.2	.	-1.3	3.3%	2.9%	1.8%	8.0%
COc1cccc(-n2c(C)nnc2SCC(=O)Nc2ccccc2N2CCOCC2)c1	14.2	?	-4.1	2.8%	-4.8%	4.8%	?
CC(C)Cc1nn2c(=O)cc(COc3ccc(NC(=O)c4ccco4)cc3)nc2s1	-3.0	?	-10.3	0.4%	-2.5%	-10.8%	-9.0%
Cc1cccc(C)c1NC(=O)C1c2cccc[n+]2CC(=O)N1Cc1cccs1 (stereo unspecified)	-13.3	42.2%[1.15 µM]	-0.3	4.6%[11.5 µM]	-2.1%	3.0%	0.0%
CCOc1ccccc1-c1nnc(CS(=O)(=O)c2ccccc2)o1	-5.4	-13.5%	6.1	0.0%	-8.8%	-25.2%	?
COc1cccc(NC(=O)C2CCCN(S(=O)(=O)c3cccc4cccnc34)C2)c1 (stereo unspecified)	-14.0	?	-1.9	5.6%	-1.4%	0.3%&-21.7%	?
CCCCNC(=O)CCCn1c(=O)[nH]c2ccc(Br)cc2c1=O	-1.8	-13.9%	-1.9	-8.4%	-8.8%	-18.3%	-12.4%
Further entries
SMILES	Shiga toxin inh	Pf growth 96h	CHX counter	LmPK inhibitor	TbPYK inhibitor	HCV inhibitor	Pf growth 48h
CC1CCC(NC(=O)c2ccc(NC3=NC4CS(=O)(=O)CC4S3)cc2)CC1 (stereo unspecified)	-4.0	0.1%	-2.2	4.6%	0.7%	11.5%	-0.8%
COc1ccc(-c2csc(C)n2)cc1Br	74.5*	20.4%	35.2*	-8.3%	-2.1%	-19.3%	14.6%[5.75 µM]
Nc1ccc2c(c1)nc(Cc1ccccc1)n2CCO	2.6	-1.5%	-3.7	8.3%	1.8%	8.9%	16.2%
Cc1ccc(NC(=O)CCC(=O)NNS(=O)(=O)c2ccccc2)c(C)c1	13.6	54.0%[activator]	-2.6	0.1%	?	14.7%	-6.7%
